GPR151 ag: human GPR151 activation; Q8TDV0; PathHunter beta-arrestin GPR151 cells, luminescence; activation, % at 11.2 µM; actives 1% (n = 650,000); AID 1508602; in the data active = activation above about 4.9%;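 note: 0% = median of compound wells and 100% = cells with positive control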
MITF inh: inhibitors of human MITF | O75030 | AlphaScreen MITF homodimerization, bead proximity signal | inhibition, % at 2.6 µM | actives 0.91% (n = 650,000) | AID 1259374; in the data active = inhibition above about 50%;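 note: 0% = vehicle wells with protein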
FBW7 act: human FBW7 E3 ligase activation, primary screen; AlphaScreen FBW7–phospho-cyclin E peptide binding, activator screen; actives 0.13% (n = 650,000); AID 1259310; Q969H0; normalized activity (activation), % at 26.1 µM; in the data active = normalized activity above about 1.9%;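 note: purified mutant Fbw7 with reduced substrate affinity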
Target sequence (Q969H0 whole entry, looked up): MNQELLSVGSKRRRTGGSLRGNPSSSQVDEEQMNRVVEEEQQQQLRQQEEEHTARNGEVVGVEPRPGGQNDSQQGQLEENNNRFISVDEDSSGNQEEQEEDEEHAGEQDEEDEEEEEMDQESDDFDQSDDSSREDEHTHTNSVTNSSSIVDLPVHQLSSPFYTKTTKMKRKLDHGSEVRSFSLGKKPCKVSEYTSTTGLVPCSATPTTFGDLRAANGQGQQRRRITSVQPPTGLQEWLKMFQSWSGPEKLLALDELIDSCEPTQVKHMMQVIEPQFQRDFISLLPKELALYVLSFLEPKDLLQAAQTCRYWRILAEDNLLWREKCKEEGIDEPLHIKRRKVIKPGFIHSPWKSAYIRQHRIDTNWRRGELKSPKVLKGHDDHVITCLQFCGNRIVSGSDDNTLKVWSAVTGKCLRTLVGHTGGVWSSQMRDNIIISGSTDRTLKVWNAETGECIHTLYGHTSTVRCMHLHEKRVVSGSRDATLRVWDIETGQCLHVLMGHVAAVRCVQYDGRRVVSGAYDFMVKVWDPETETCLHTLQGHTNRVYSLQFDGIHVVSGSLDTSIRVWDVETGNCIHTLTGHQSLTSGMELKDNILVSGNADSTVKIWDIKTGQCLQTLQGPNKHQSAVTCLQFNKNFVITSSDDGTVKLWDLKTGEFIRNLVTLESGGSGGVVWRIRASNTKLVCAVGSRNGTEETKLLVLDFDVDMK
TEAD-YAP inh: TEAD-YAP interaction inhibition | inhibition, % at 9.12 µM | HEK-TIYL cells, TEAD-Gal4/YAP UAS-luciferase luminescence | actives 1.4% (n = 640,000); in the data active = inhibition above about 32%;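 note: 0% = median of test compound wells and 100% = reference inhibitor wells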
An asterisk follows results filed as active; · = no result given.

cpd	canonical_smiles	GPR151 ag	MITF inh	FBW7 act	TEAD-YAP inh
1	COc1ccc(/C=C(\C#N)c2nc3ccccc3s2)c(OC)c1	1.9	1	0.1	1
2	NS(=O)(=O)c1ccc(NN=C2c3ccccc3-c3ccccc32)c([N+](=O)[O-])c1	1.4	10	0.2	15
3	O=C(C[n+]1ccccc1)Nc1nc(-c2ccccc2)cs1	-1.9	-8	-0.1	-18
4	CCOC(=O)c1ccc(NC(=O)CCC2CCCCC2)cc1	2.6	18	0.1	-7
5	CCc1ccc(-c2cn3c4ccccc4nc3n2CCN2CCCCC2)cc1	0.5	6	0.2	-17
6	COc1ccc(N=Cc2ccc([N+](=O)[O-])s2)c([N+](=O)[O-])c1	-0.1	-4	-0.2	3
7	COc1cccc(NC(=O)Nc2nnc(CSc3ccccc3)s2)c1	2.1	14	0.1	11
8	Cc1ccc(O)c(NC(=O)c2ccc3c(c2)C(=O)N(CC2CCCO2)C3=O)c1 (stereo not given)	-1.2	-7	-0.1	-8
9	O=C(CCn1c(SCC(=O)NCc2ccccc2)nc2ccccc2c1=O)NCc1ccc(F)cc1	-0.9	25	1.8	2
10	CC(=O)NCCc1nc2ccccc2n1Cc1ccccc1Cl	0.4	-2	-0.2	4
11	N#C/C(=C\c1cccc(Oc2ccc(C(F)(F)F)cc2[N+](=O)[O-])c1)c1nc2ccccc2[nH]1	0.7	-3	0.0	-4
12	Cc1[nH]c2ccccc2c1C(c1cc([N+](=O)[O-])ccc1Cl)c1c(C)[nH]c2ccccc12	-1.6	0	-0.1	2
13	Nc1nnnn1CC(=O)N/N=C/c1cc([N+](=O)[O-])c(Cl)cc1Cl	0.1	2	0.3	13
14	CCCCNC(=O)C1CC(=O)N(CCC(C)C)C1 (stereo not given)	0.2	-1	0.0	-3
15	COCCNc1c(-c2ccc3c(c2)OCC(=O)N3)c(=O)c1=O	-1.0	-1	-0.1	2
16	COc1cccc(NC(=O)CN(C)S(=O)(=O)c2ccc3c(c2)CC(C)N3C(C)=O)c1 (stereo not given)	0.5	-4	-0.3	-1
17	O=C(Nc1ccc(Br)cc1)c1ccc(F)c(S(=O)(=O)NCc2ccc(Cl)c(Cl)c2)c1	2.3	19	0.0	8
18	O=C(/C=C/c1ccco1)Nc1ccc2nc3n(c(=O)c2c1)CCCC3	-0.4	19	0.4	-30
19	CC(=O)Nc1ccc(S(=O)(=O)Nc2ccccc2C(F)(F)F)cc1	3.1	-3	0.1	-8
20	O=C1NCCc2c1[nH]c1ccc(Br)cc21	0.7	-4	-0.1	26
21	Cn1c(=O)n(Cc2cc3c(cc2Cl)OCO3)c2cccnc21	-0.8	14	0.1	-7
22	CC(NC(=O)C1CCN(Cc2ccc(F)cc2)CC1)c1ccccc1 (stereo not given)	2.8	40	-0.3	12
23	Cc1cccc(NC(=O)c2ccc3c(c2)OCCO3)n1	-9.0	-11	-0.2	-19
24	COc1ccccc1CNC(=O)Nc1ccc(C(C)=O)cc1	0.6	9	0.0	-11
25	O=C(O)/C=C\C(=O)Nc1cccc(NC(=O)Cc2ccccc2)c1	-0.3	18	0.1	1
26	CCOc1ccc(NC(=O)c2cn(C)c(=O)c3ccccc23)cc1	-1.4	17	0.4	0
27	COc1ccccc1C1C=C(c2ccc(C)c(C)c2)Nc2ncnn21 (stereo not given)	0.5	7	0.5	5
28	O=C(c1ccc2nc3sc4c(c3c(=O)n2c1)CCCC4)N1CCC2(CC1)OCCO2	-0.1	-7	0.0	-15
29	O=C(Nc1ccccc1)/C(=C1\CCCN1)[N+](=O)[O-]	-1.0	0	0.1	-13
30	CCOC(=O)C(CC1=CNC2C=CC=CC12)NC(=O)CN1C(=O)c2ccccc2C1=O (stereo not given)	7.7*	-6	-0.1	-6
31	CN1C(=O)c2ccc(NC(=O)/C=C/c3ccc([N+](=O)[O-])s3)cc2C1=O	-1.5	7	0.2	6
32	Cc1nn(C)c(Cl)c1CN1CCCC(C(=O)Nc2cccc(-n3cnnn3)c2)C1 (stereo not given)	-0.2	8	0.0	2
33	CCOC(=O)c1c(NC(=O)C(C)Sc2nnc(CNC(=O)Cc3ccc(OC)cc3)n2Cc2ccccc2)sc2c1CCC2 (stereo not given)	-0.4	4	-0.1	-8
34	O=C(NC(C(=O)c1ccccc1)N1CCOCC1)c1ccco1 (stereo not given)	-0.6	11	0.1	-8
35	CSCCNC(=O)CCc1nnc(C2(c3ccc(Cl)cc3)CCC2)o1	0.8	7	0.0	-63
36	C=CC(Oc1ccc(C=O)cc1)c1ccccc1 (stereo not given)	-0.9	10	0.3	-43
37	Cc1ccc(C(=O)Nc2ncc([N+](=O)[O-])s2)cc1	-11	7	-0.1	82*
38	Clc1cccc(NCn2nnc3ccccc32)c1	-1.5	8	0.0	-3
39	COc1cc(C(=O)/C=C/Nc2ccc(N(C)C)cc2)cc(OC)c1OC	-0.5	21	0.0	-9
40	Cc1ccc(OCC(=O)Nc2ccc(S(N)(=O)=O)cc2)c(Br)c1	-1.3	-7	0.0	-8
41	O=C(C1=CCCC1)N1CCC2(CC1)CC2C(=O)N1CCN(c2ccccc2)CC1 (stereo not given)	2.3	5	0.0	-2
42	Cn1nc(C(=O)NNC(=O)c2ccc(OC(F)(F)F)cc2)c2ccccc2c1=O	0.5	5	-0.2	-3
43	COc1ccc(C(C)=O)cc1CSc1nc2ccccc2c(=O)n1NC(=O)Cc1ccccc1	2.4	7	0.0	3
44	CCC(C)Oc1ccccc1OCCN1CCN(C)CC1 (stereo not given)	-0.9	2	0.1	10
45	CC(C)OCCCNC1CCN(c2ccc(C(=O)N3CCCC(O)C3)cc2)CC1 (stereo not given)	0.9	0	0.0	-4

Look-ups from above.
Reading of cpd 8 under MITF inh: -7
Reading of cpd 34 under MITF inh: 11
Reading of cpd 31 under GPR151 ag: -1.5
Reading of cpd 18 under FBW7 act: 0.4

Carrying on.
cpd	canonical_smiles	GPR151 ag	MITF inh	FBW7 act	TEAD-YAP inh
46	CCOC(=O)c1sc(N2C(=O)c3ccccc3C2=O)c(C(=O)OCC)c1C	-1.7	-6	-0.1	-1
47	O=C(CC1Sc2ccccc2NC1=O)Nc1ccc(F)c(Cl)c1 (stereo not given)	-0.7	0	-0.3	10
48	N#Cc1ccc(Oc2ccc3c4c(cccc24)C(=O)C3=O)cc1	-0.6	-15	-0.1	-15
49	O=C(c1cc(Cl)ccc1[N+](=O)[O-])N1CCN(c2ncccn2)CC1	8.3*	10	0.2	3
50	Cc1ccc(C(=O)Nc2ccc(C)c(N3CCCC3=O)c2)cc1C	1.6	3	0.1	-28
51	COc1ccccc1C1=NOC(Cn2c(=O)c3c(ncn3C)n(C)c2=O)C1 (stereo not given)	0.6	0	0.0	-15
52	CCn1c(=O)c2cc(C(=O)NCc3ccc(C)o3)sc2c2ccccc21	0.2	1	0.1	7
53	O=C(/C=C/c1ccccn1)c1cc(Br)ccc1O	-2.1	19	0.0	-6
54	COc1ccc(CCNC(=O)N2c3ccccc3Sc3ccccc32)cc1	0.1	11	0.3	11
55	CC(=O)Nc1ccc(NC(=O)Cc2cn(-c3ccc(N4CCN(c5ccccn5)CC4)nn3)c3ccccc23)cc1	0.2	3	0.0	-35
56	CCN(C(=O)Cn1c(=O)n(Cc2ccco2)c(=O)c2ccccc21)c1ccccc1	0.3	12	0.0	2
57	CN(C)S(=O)(=O)N1CCCC(CCC(=O)NCc2ccccc2F)C1 (stereo not given)	-0.1	9	0.0	-3
58	CCC(CC)C(=O)N1CCN(Cc2nc3sc(C)c(C)c3c(=O)[nH]2)CC1	5.7*	-1	-0.2	0
59	O=C(COc1ccc(C2CCCCC2)cc1)NCCOc1ccccc1	0.0	-21	0.1	-2
60	COc1cc(OC)c(OC)cc1/C=C1N=C(/C=C/c2ccccc2)OC\1=O	-1.1	7	0.0	4
61	CS(=O)(=O)c1ccc2nc(NC(=O)c3ccc(Cl)cc3)sc2c1	-0.7	8	-0.1	-9
62	Cc1cccc(Cn2cnc3ccccc32)c1	-0.5	1	-0.1	9
63	O=C(CC1C(=O)N(c2ccccc2)C(=S)N1Cc1ccc2c(c1)OCO2)Nc1ccc(F)cc1 (stereo not given)	0.2	3	0.0	10
64	O=C(CNC(=O)c1ccc(Br)cc1)OCC(=O)c1ccccc1	-0.9	38	0.1	-2
65	CC(C)Cc1cc(C(=O)NCc2ccc(F)cc2)no1	1.7	4	0.2	-27
66	O=C(Nc1ccc(S(=O)(=O)N2CCOCC2)cc1)C(c1ccccc1)c1ccccc1	-0.4	9	0.0	1
67	Nc1cc(=O)[nH]c(SCC(=O)Nc2ccc(F)c(Cl)c2)n1	-0.1	0	-0.1	-4
68	COC(=O)CSc1nnc(-c2ccccc2F)n1-c1ccccc1	2.0	0	0.1	-3
69	CCOC(=O)N1CCN(c2ncc(-c3ccc(F)cc3)cn2)CC1	-7.8	-9	-0.2	-37
70	CCOc1ccc(NC2CC(=O)N(C)C2=O)cc1 (stereo not given)	-0.8	-9	-0.1	-5
71	CN1C(=S)SC(C)(C)C1/[N+]([O-])=C/c1ccc([N+](=O)[O-])cc1 (stereo not given)	0.5	-6	-0.1	-5
72	Cc1ccccc1CNC(=O)c1ccc(N(C)S(=O)(=O)c2ccccc2)cc1	-0.2	-11	-0.1	6
73	CC1CCN(C(=O)Cn2nc3c4ccccc4nc(C(C)C)n3c2=O)CC1	2.2	0	-0.2	3
74	COC(=O)[C@@H](NC(=O)c1ccc(C(F)(F)F)cc1)C(C)C	1.6	-2	0.0	-14
75	COc1ccc(C(=O)Nc2nc3c(s2)C(=O)CC(C(=O)NC2CCOC2)C3)cc1 (stereo not given)	0.8	-11	0.0	-23

Pulled one by one from the list above:
cpd	canonical_smiles	GPR151 ag	MITF inh	FBW7 act	TEAD-YAP inh
51	COc1ccccc1C1=NOC(Cn2c(=O)c3c(ncn3C)n(C)c2=O)C1 (stereo not given)	0.6	0	0.0	-15
28	O=C(c1ccc2nc3sc4c(c3c(=O)n2c1)CCCC4)N1CCC2(CC1)OCCO2	-0.1	-7	0.0	-15
46	CCOC(=O)c1sc(N2C(=O)c3ccccc3C2=O)c(C(=O)OCC)c1C	-1.7	-6	-0.1	-1

Next section
cpd	canonical_smiles	GPR151 ag	MITF inh	FBW7 act	TEAD-YAP inh
76	O=C(Nc1ccccc1C(=O)N1CCN(c2ccccc2)CC1)c1cccc(S(=O)(=O)N2CCCCC2)c1	-0.5	15	0.3	-4
77	Cc1ccc(-c2nnc(Nc3ccc(S(N)(=O)=O)cc3)c3ccccc23)cc1S(=O)(=O)N1CCCCC1	2.1	10	-0.1	0
78	CCOC(=O)c1ccc(CN(Cc2ccc(F)cc2)S(=O)(=O)c2cc(C(=O)Nc3ccccc3F)ccc2F)cc1	-0.4	-3	-0.1	-7
79	C[C@H]1NC(=O)[C@H]2CN(Cc3cccc(Cl)c3)CCN2C1=O	-1.0	-6	-0.3	-8
80	CC1SC2(C(=O)Nc3ccccc32)N(c2ccc(Br)cc2)C1=O (stereo not given)	1.9	-6	-0.1	5
81	COC(=O)c1ccc2c(c1)nc(SCC(=O)NCc1ccccc1)n1c3ccccc3nc21	0.4	3	0.0	-4
82	CCN1C(=O)c2cccc3c(NC(=O)c4ccno4)ccc1c23	-1.7	-4	0.1	1
83	O=C(/C=C/c1ccc(-c2ccc(Cl)c(Cl)c2)o1)c1ccco1	-0.3	18	0.0	7
84	CCCNc1nc(Nc2ccncn2)nc(N(CC)CC)n1	1.9	13	-0.2	-5
85	COC(=O)C1=C(C)N(CC2CCCO2)C(=O)/C1=C\c1ccc(N(C)C)cc1 (stereo not given)	2.0	21	0.0	-8
86	O=C(Nc1cccc(F)c1)c1cccn(OCc2ccccc2F)c1=O	-0.9	8	-0.1	-31
87	CCCn1c(SCC(=O)N2CCCC2)nnc1-c1ccncc1	-0.1	2	-0.2	2
88	c1ccc2c(c1)CCCc1cc(NCCN3CCOCC3)nnc1-2	-0.7	15	0.3	·
89	CC(=O)OC(OC(C)=O)c1ccc(-c2ccc([N+](=O)[O-])cc2)o1	-1.1	13	-0.3	4
90	CCc1c(C(=O)c2ccccc2)oc2c(C)c3oc(=O)cc(C)c3cc12	-0.2	-4	0.1	-6

Single records, from the list above. Screens in order: GPR151 ag, MITF inh, FBW7 act, TEAD-YAP inh
CC1SC2(C(=O)Nc3ccccc32)N(c2ccc(Br)cc2)C1=O (stereo not given) is entered as 1.9, -6, -0.1, 5
COC(=O)C1=C(C)N(CC2CCCO2)C(=O)/C1=C\c1ccc(N(C)C)cc1 (stereo not given) is entered as 2.0, 21, 0.0, -8
CCCNc1nc(Nc2ccncn2)nc(N(CC)CC)n1 is entered as 1.9, 13, -0.2, -5

Other results
cpd	canonical_smiles	GPR151 ag	MITF inh	FBW7 act	TEAD-YAP inh
91	CC(C)Cc1cn[nH]c1C1CCCN(Cc2ccc(CO)o2)C1 (stereo not given)	-2.1	14	0.1	5
92	CC1(C)Cc2c(sc(NC(=O)c3cc(Cl)ccc3Cl)c2C(N)=O)C(C)(C)N1	0.9	8	0.1	-7
93	Nc1c(C(=O)Nc2ccc(Br)cc2)sc2nc3c(cc12)CCCCC3	0.7	-13	-0.1	5
94	O=C(c1cc2nc(-c3ccc([N+](=O)[O-])cc3)cc(C(F)(F)F)n2n1)N1CCCCCC1	-0.2	12	0.1	-3
95	CCc1cccc2sc(N3CCN(C(=O)c4ccc(F)cc4)CC3)nc12	-0.7	9	0.0	-8
96	C/C(=N\NC(=O)c1cc([N+](=O)[O-])cc([N+](=O)[O-])c1)C1CC1	-0.7	-9	0.2	4
97	CC(C)[C@H]1NC(=O)[C@@H]2C[C@H](NCc3cnn(-c4cccc(Cl)c4)c3)CN2C1=O	1.0	-2	0.2	5
